High-throughput results: PubChem BioAssay, several laboratories
Rac1 wt GTP bind: modulators of human Rac1 wildtype GTP binding; P63000; GST-Rac1 beads, fluorescent GTP binding, flow cytometry; actives lie on both sides; 0 = cold GTP competed, 100 = untreated; GTP binding activity (% of control), % at 10 µM; 0.27% of 190,000 active;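 active = GTP binding activity at least 20 points away from the 100% control level, either lower or higher; inconclusive = compound flagged as likely green fluorescent, judged across all proteins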
Rac1 act GTP bind: alters GTP binding to activated mutant human Rac1. P63000. 0.11% of 190,000 active. percent activity (GTP binding), % at 10 µM. GST-Rac1 activated beads, fluorescent GTP binding, flow cytometry; actives lie on both sides; 100% means binding = to untreated wells;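 active = GTP binding at least 20 percentage points away from the 100% baseline, in either direction, so actives lie on both sides; inconclusive = Compound likely fluorescent itself, or too few beads counted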
HRas wt GTP: human HRas wildtype GTP binding, change in either direction. GTP binding activity, % at 10 µM. 0.14% of 190,000 active. AID 759. GST-Ras wt beads, Bodipy-FL-GTP binding, flow cytometry; actives lie on both sides;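 active = GTP binding activity at least 20% away from the 100% baseline, either lowered as inhibitor or raised as activator; inconclusive = flagged as likely green fluorescent, judged across all proteins in the well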;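 also: 0% = unlabeled GTP competition control and 100% = no-compound control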
Target sequence (P01112 whole entry, looked up): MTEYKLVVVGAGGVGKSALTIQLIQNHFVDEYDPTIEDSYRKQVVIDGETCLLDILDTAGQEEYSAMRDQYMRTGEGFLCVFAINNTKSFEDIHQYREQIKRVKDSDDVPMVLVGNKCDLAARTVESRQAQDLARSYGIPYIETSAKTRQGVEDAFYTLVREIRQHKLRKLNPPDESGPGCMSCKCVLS
GSH fluor: compound fluoresces at 488/530 nm on GSH beads; GSH beads flow cytometry, compound fluorescence 488/530 nm; hits give high values; fluorescence (KMESF) at 10 µM; 0.25% of 190,000 active; AID 1776; in the data active = fluorescence above about 89;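 also: glutathione beads carrying GST-tagged Bcl family fusion proteins plus one bare bead set; values are compound well signal with DMSO vehicle wells as background; inactives centre near 16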
Cdc42 wt: human Cdc42 wildtype GTP binding change, either direction; 0.2% of 190,000 active; P60953; AID 761; GST-Cdc42 beads, Bodipy-GTP binding, flow cytometry; actives lie on both sides; percent activity (GTP binding), % at 10 µM;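 active = percent activity GTP binding at least 20 points away from the 100% baseline, either down as inhibitor or up as activator; inconclusive = compound flagged as likely green fluorescent from well-wide comparison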;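 also: median bead fluorescence of bound Bodipy-FL-GTP at 100 nM; 0% = excess unlabeled GTP control and 100% = no compound control; below 100% means less GTP binding so inhibitor and above means activator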
Target sequence (P60953 whole entry, looked up): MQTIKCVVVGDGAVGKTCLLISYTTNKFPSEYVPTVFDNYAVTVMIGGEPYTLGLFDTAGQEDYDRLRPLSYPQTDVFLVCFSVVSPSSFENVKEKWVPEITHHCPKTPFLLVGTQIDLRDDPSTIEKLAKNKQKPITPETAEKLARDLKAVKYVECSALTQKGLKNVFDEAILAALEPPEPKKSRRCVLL
Rab2 wt GTP: changes GTP binding to wildtype dog Rab2A, up or down | P61105 | GST-Rab2 wt beads, Bodipy-GTP binding, flow cytometry | GTP binding activity, % at 10 µM | 0.19% of 190,000 active | AID 760;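 active = GTP binding activity at least 20 points away from 100%, either lowered or raised; inconclusive = signal likely due to the compound's own green fluorescence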;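 also: 0% = beads with excess unlabeled GTP and 100% = no-compound control corrected for plate trend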
ABCB1 block: inhibitors of human ABCB1 transporter, ABCG2 counter-screen | inhibition, % at 6.6 µM | 0.067% of 190,000 active | P08183 | CCRF-Adr cells, JC-1 efflux, flow cytometry; in the data active = inhibition above about 40%;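 also: 0% = vehicle and 100% = reference inhibitor; higher value means more JC-1 retained so stronger ABCB1 efflux block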
ABCG2 block: human ABCG2 inhibition, ABCB1 as counter-screen | IgMXP3 cells, JC-1 efflux, flow cytometry | inhibition, % at 6.6 µM | 0.1% of 190,000 active | AID 1325;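 active = inhibition above 80%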;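 also: 0% = DMSO and 100% = nicardipine control wells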
Target sequence (Q9UNQ0 whole entry, looked up): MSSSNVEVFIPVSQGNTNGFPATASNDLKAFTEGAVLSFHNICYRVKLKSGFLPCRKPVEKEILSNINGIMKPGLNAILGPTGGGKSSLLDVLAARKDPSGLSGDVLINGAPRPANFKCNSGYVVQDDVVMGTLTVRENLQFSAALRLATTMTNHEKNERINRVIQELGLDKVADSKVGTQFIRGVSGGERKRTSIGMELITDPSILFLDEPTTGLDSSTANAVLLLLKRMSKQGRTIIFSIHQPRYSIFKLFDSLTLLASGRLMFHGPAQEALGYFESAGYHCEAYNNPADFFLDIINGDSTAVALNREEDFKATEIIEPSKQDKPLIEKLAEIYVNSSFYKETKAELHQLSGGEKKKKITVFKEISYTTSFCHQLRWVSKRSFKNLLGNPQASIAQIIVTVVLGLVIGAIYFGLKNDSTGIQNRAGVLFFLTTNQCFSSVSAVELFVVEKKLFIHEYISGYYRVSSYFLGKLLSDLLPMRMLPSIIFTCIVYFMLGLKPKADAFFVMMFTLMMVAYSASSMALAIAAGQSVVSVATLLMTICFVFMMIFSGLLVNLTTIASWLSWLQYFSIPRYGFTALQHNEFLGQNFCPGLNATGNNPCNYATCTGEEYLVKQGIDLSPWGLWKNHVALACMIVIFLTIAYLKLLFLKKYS
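Test system: IgMXP3 cells (ABCG2) mixed with DDAO far-red-labelled CCRF-Adr cells (ABCB1). Reagent: JC-1 transporter substrate. Compound dosing: single test compound dose, 6.6 µM final. Times: 10 min compound exposure, 25 °C. Detection: flow cytometry of retained JC-1 fluorescence. Read-out basis: efflux inhibition in percent versus controls. Controls: nicardipine and DMSO wells.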
Rab7 wt modul: alters GTP binding to wildtype dog Rab7 | GST-Rab7 beads, fluorescent GTP binding, flow cytometry; actives lie on both sides; untreated = 100%, excess cold GTP = 0% | GTP binding activity (percent of control), % at 10 µM | 0.055% of 190,000 active | AID 758;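 active = fluorescent GTP binding to Rab7 beads changed by at least 20 points from the 100% baseline, either direction, mostly lower; inconclusive = compound itself probably fluorescent, or too few beads counted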;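 also: median green fluorescence of bound Bodipy-FL-GTP per Rab7 bead population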
Pf gamet viab: kills late stage P. falciparum gametocytes | P. falciparum stage V gametocytes, ATP luminescence, 24 h | inhibition, % at 10.9 µM | 0.065% of 150,000 active | AID 743093;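 active = inhibition above the mean plus 3 SD of compounds within the control limits, set per campaign, cut at about 38% in these data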;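 also: 0% = DMSO wells and 100% = medium only without gametocytes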
Avidin fluor: compound fluoresces at 488/530 nm on avidin beads; compound fluorescence 488/530 nm, flow cytometry; hits give high values; fluorescence (KMESF) at 10 µM; 0.38% of 220,000 active; in the data active = fluorescence above about 47; also: inactives centre near 10
Numbers without * were called inactive; ? = inconclusive; . = not tested or not shown.

SMILES	Rac1 wt GTP bind	Rac1 act GTP bind	HRas wt GTP	GSH fluor	Cdc42 wt	Rab2 wt GTP	ABCB1 block	ABCG2 block	Rab7 wt modul	Pf gamet viab	Avidin fluor
CC(=O)N(CC1CCCO1)c1nnc(-c2ccccn2)s1 (stereo not given)	101	99	101	42	101	99	0.5	3	101	14	38
CCOc1ccc2nc(NCCO)[nH]c2c1	102	102	101	17	103	102	0.1	0	102	-3	37
COCCn1c(=NC(=O)C(C)(C)C)sc2cc([N+](=O)[O-])ccc21	107	102	104	14	105	103	0.3	4	101	.	12
Cc1ccc(NC(=O)CNS(=O)(=O)c2ccc(F)cc2)cc1C	100	97	98	21	98	100	0.7	4	102	-7	9
CCc1ccc2nc3nc(C)cc(C)c3c(N)c2c1	86	91	88	52	90	86	-0.4	0	90	-11	7
Nc1nc(CSc2ncn(-c3ccccc3)n2)cs1	104	101	101	34	102	102	-0.2	24	97	.	16
Cc1cc(-c2n[nH]c(=S)n2/N=C/c2ccc(C)s2)n[nH]1	96	98	97	3	94	93	-0.1	-1	92	.	4
CC(NC(=O)c1ccccc1)C(=O)NC1=NCCS1 (stereo not given)	108	98	101	37	101	102	-0.5	6	104	-36	12
O=C(OCCNC(=O)c1ccc2ccccc2n1)c1ccc(F)cc1	101	98	99	11	100	99	0.0	3	101	.	10
CC(=O)Oc1ccc(-c2cccc(C(=O)N(C)c3ccc(O)cc3)c2)cc1	100	93	98	18	97	97	0.6	4	109	-20	9
O=C(CCCSc1nnnn1-c1cccc2ccccc12)c1ccc(F)cc1	91	87	94	40	91	92	1.4	4	92	-5	12
Cc1c(Cc2ccccc2)sc(/N=C/c2c(O)ccc3ccccc23)c1C(N)=O	103	99	98	12	100	98	-1.5	-12	101	.	9
O=C(CN1CCC(C(=O)c2ccc(F)cc2)CC1)Nc1ccc(F)cc1	100	94	97	17	96	97	0.0	3	97	.	5
CCC(C)C(NC(=O)C1CCC(C)CC1)C(=O)NCc1ccccn1 (stereo not given)	101	98	101	15	102	97	1.0	2	95	.	15
Cc1cc(C)c2c(CC(=O)N(CCC#N)Cc3cccnc3)coc2c1	97	96	97	13	97	97	0.3	2	98	-7	32
COc1cc(C(=O)N2CCN(c3ncnc4sc(C)c(C)c34)CC2)cc(OC)c1OC	102	99	103	38	103	101	1.7	4	100	.	5
Cc1ccc(NC(=O)C(Nc2cccc(C)c2)c2ccccc2)cc1 (stereo not given)	105	99	100	6	100	101	0.9	8	99	0	7
COc1ccc(-c2ccc(-c3noc(-c4cccc(OC)c4)n3)c(OC)n2)cc1	97	97	96	34	98	96	-0.3	11	94	.	7
CCn1c(SCc2cccc(F)c2)nnc1-c1cccnc1	92	89	92	10	91	94	0.3	0	95	3	4
c1ccc(C2CC(c3ccccc3)n3c(nc4ccccc43)N2)cc1 (stereo not given)	100	96	97	15	99	101	0.7	1	101	0	11
O=C1N(Cc2cccnc2)C[C@@H]2C[C@@H](c3cccc(C(F)(F)F)c3)N3CCC[C@@]123	101	95	98	18	99	98	1.0	2	104	8	5
CCOC(=O)c1csc(NC(=O)CSc2nnnn2-c2ccc(OC)c(OC)c2)n1	100	100	101	20	101	102	-0.2	0	99	.	12
CN(Cc1ccccn1)Cc1nc(-c2ccc(Cl)cc2)no1	101	97	99	52	100	99	0.5	2	103	10	8
CCCCC(=O)Nc1ccc(NC(=O)c2ccc3c(c2)OCO3)cc1OC	92	92	94	32	97	92	0.8	2	91	13	14
O=C(NCc1ccc(F)cc1)Nc1cccc([N+](=O)[O-])c1	98	95	99	13	98	100	0.0	8	107	3	12
O=C(NCc1cccnc1)c1ccccc1-c1ccccc1	99	94	100	18	93	99	0.5	4	109	.	8
NC(=O)NC(=O)CSc1cccc(C(F)(F)F)c1	108	100	101	21	103	103	1.3	32	102	.	36
CCOc1ccc(Cn2nnc(C(=O)NCc3ccccc3)c2N)cc1	102	98	101	16	102	103	0.3	1	98	.	6
CCC(C)C(=O)Nc1nnc(SCC(=O)Nc2ccc(F)cc2)s1 (stereo not given)	102	98	100	18	98	96	0.7	5	98	17	11
Cc1cc(C)n(-c2ccc(C(=O)OCc3nnc(-c4ccccc4)o3)cc2)n1	101	97	102	44	103	96	-0.2	3	99	-20	13

Only HRas wt GTP and Cdc42 wt, for some of the entries so far:
canonical_smiles,HRas wt GTP,Cdc42 wt
NC(=O)NC(=O)CSc1cccc(C(F)(F)F)c1,101,103
CCOc1ccc(Cn2nnc(C(=O)NCc3ccccc3)c2N)cc1,101,102
CCC(C)C(=O)Nc1nnc(SCC(=O)Nc2ccc(F)cc2)s1 (stereo not given),100,98

Going on with the list.
SMILES	Rac1 wt GTP bind	Rac1 act GTP bind	HRas wt GTP	GSH fluor	Cdc42 wt	Rab2 wt GTP	ABCB1 block	ABCG2 block	Rab7 wt modul	Pf gamet viab	Avidin fluor
COCCCNCCCCOc1ccc(Br)cc1Cl	103	102	105	14	103	104	.	.	102	14	7
C=C(C)CSC1=C(C#N)C(c2ccccc2Cl)CC(=O)N1 (stereo not given)	107	103	107	16	106	111	0.8	6	109	.	12
COc1cc(CC(CC(=O)O)CC(C)OCc2ccccc2)cc(OC)c1 (stereo not given)	94	96	97	3	96	96	0.5	0	95	5	11
COC(=O)c1cc2ccc(OC)c(OC)c2c(=O)s1	104	98	98	12	102	99	-8.5	-1	100	.	16
O=C(C/C=N/OCc1c(Cl)cccc1Cl)c1ccccc1	96	97	93	5	92	94	0.1	0	90	5	9
Cc1nnc(-n2cnc3ccccc32)c2ccccc12	105	100	100	32	102	101	0.3	1	98	.	16
CC(=O)c1ccc(NC(=S)NCCc2cccc(Cl)c2)cc1	102	96	99	16	99	99	2.1	11	100	6	9
COc1cccc(N(C(C)=O)c2nc(C)cc(C)c2C#N)c1	99	95	96	18	96	98	-0.1	0	97	-3	6
COc1ccccc1-c1ccc(SCC(=O)Nc2cc(C)on2)nn1	100	99	101	19	97	101	0.7	13	105	-31	5
CCOC(=O)CC(=O)CSc1nc2c(cc1C#N)CCC2	100	97	97	17	98	98	-0.2	0	97	1	32
O=C(OCc1csc(-c2ccccc2)n1)c1cccs1	102	97	101	8	103	102	0.4	5	101	-11	22
CC(NC(=O)c1cc(F)c(F)cc1Cl)c1ccncc1 (stereo not given)	104	100	96	22	99	97	0.6	2	99	1	6
COc1ccc(Nc2cc(C)nc(-n3nc(C)cc3C)n2)cc1	100	97	100	49	100	100	0.1	3	101	.	4
Clc1cccc(-c2nc(NCCN3CCOCC3)c3ccccc3n2)c1	95	97	97	15	97	100	2.9	24	107	-1	8
O=C(c1cc(COc2c(F)cccc2F)on1)N1CCc2ccccc2C1	?	?	?	9	?	?	0.3	2	?	13	10
c1csc(-n2nc3ccccc3n2)c1	98	98	99	65	98	100	0.5	2	94	.	5
Cc1cc(N=Cc2c(O)n(-c3cccc(C(F)(F)F)c3)c(=O)c3ccccc23)no1	99	99	96	31	98	97	12	1	94	-5	13
C=CCc1cccc(/C=N/NC(=O)CNc2ccccc2OC)c1O	90	94	96	7	92	97	-0.8	1	102	-8	25
CN(C)CCNC(=O)COc1cccc2c1OC(C)(C)C2	95	93	96	11	97	95	0.3	2	97	-17	6
CCOc1ccc(CC(=O)OCn2nnc3ccccc3c2=O)cc1	99	98	98	10	90	98	0.3	1	100	14	24
CCn1cc(/C=N\NC(=O)c2csc3ccccc23)c(C)n1	108	101	104	28	108	102	0.3	28	103	.	20
CN(C)c1nc(OCCNC(=O)Nc2ccc(Cl)cc2)nc(N(C)C)n1	95	95	99	26	94	98	0.5	1	105	12	6
CSc1nc(SCC(=O)NCc2ccco2)c2c3c(sc2n1)COC(C)(C)C3	99	96	98	35	100	96	2.0	9	98	3	11
CCCOc1ccc(C2=NNC(=O)CC2)cc1	100	96	96	18	99	97	1.9	19	97	10	7
CC(=O)c1cc(-c2ccccc2)n(CCC(=O)NC2CCCCCCC2)c1C	113	104	103	12	100	103	1.7	22	101	.	11
COc1cc(OC)c(OC)cc1NC(=O)CC1COc2ccccc2O1 (stereo not given)	102	96	101	17	98	101	-0.1	0	100	-6	8
O=C(Nc1cccc(Cl)c1)N1CCCC1	93	94	95	59	94	93	0.2	1	100	-15	9
CC(C)(C)c1ccc(-c2cn(-c3ccc(Br)cc3)c3[n+]2CCCS3)cc1	103	96	100	69	96	101	0.2	1	95	-4	9
Cn1c(=O)oc2cc(S(=O)(=O)NCCC(=O)NCCc3ccccc3)ccc21	?	?	?	17	?	?	0.3	1	?	.	9
O=C1CC(c2ccc(S(=O)(=O)Nc3cc(C(F)(F)F)cc(C(F)(F)F)c3)cc2)CN1 (stereo not given)	99	100	99	14	101	99	0.1	0	96	11	8
O=[N+]([O-])c1ccc(C2CN=C(Nc3ccccc3)S2)cc1 (stereo not given)	101	95	95	72	96	92	1.5	11	95	-12	16
COC(=O)CN1C(=O)C(C)(C)Oc2ccc(C(=O)NC3CC3)cc21	105	100	104	42	99	98	0.1	1	100	-2	13
COc1ccc(C(=O)OCC(=O)NC2CC2)cc1[N+](=O)[O-]	104	101	100	9	102	97	1.9	17	101	0	14
C/C=C(\C)c1nnc(NC(=O)OCC)s1	92	93	94	59	94	92	0.5	6	98	.	8
CC(C)(C)C(=O)Nc1ncc(C(F)(F)F)cc1Cl	104	100	101	31	105	101	0.5	1	100	-3	17
O=C(CSc1nnc(C2CCCCC2)n1Cc1ccccc1)NCc1ccco1	101	97	103	16	101	101	0.6	0	102	10	16
c1ccc2sc(C3CCN(Cc4nnnn4Cc4ccc5c(c4)OCO5)CC3)nc2c1	98	97	97	17	100	96	1.8	1	98	.	7
Cc1nn(C(C)C(=O)NCC2CCCO2)c(=O)c2cc3occc3n12 (stereo not given)	93	93	93	16	93	92	0.7	9	96	.	23
COc1cccc(OC)c1-c1nn2c(-c3ccco3)nnc2s1	94	98	93	13	94	95	0.1	1	93	19	5
COc1ccc(N2CCN(C(=O)c3c(-c4ccccc4)noc3C)CC2)cc1	102	99	99	15	101	97	0.6	2	98	.	29
N#CNC(=Nc1ccc(F)cc1)SCc1ccccc1	104	98	99	18	101	98	0.0	0	97	.	7
CN(CC(=O)NCc1ccccc1)S(=O)(=O)c1cnc[nH]1	101	97	101	40	100	101	0.5	2	101	-12	6
